Screens: PubChem BioAssay, several laboratories
rCAG binder: binders of r(CAG) RNA repeats, primary screen, biochemical, fluorescence | hit rate 1.3% among 370,000 | r(CAG) RNA repeat, TO-PRO-1 dye displacement fluorescence | inhibition, % at 3 µM;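 active means inhibition above the plate cutoff, the mean of all test compounds on that plate plus 3 SD, cut at about 35% in these data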;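 further: 0% = DMSO alone and 100% = 100 µM mitoxantrone as full dye displacement; higher means more dye released from RNA so lower well fluorescence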
HGIII-sPLA2 inh: human group III sPLA2 inhibitors, primary screen, biochemical, QFRET, BODIPY PC-A2 liposome substrate. hit rate 0.56% among 370,000. AID 743126, 2013. QFRET BODIPY PC-A2 liposome hydrolysis, fluorescence. inhibition, % at 12.2 µM;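 active means inhibition above mean plus 3 SD of compounds lying within the high and low control bounds, cut at about 19% in these data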;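 further: 0% = median of test compound wells and 100% = no enzyme DMSO wells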
GC-B act: human GC-B receptor activators, primary screen, HEK293 GC-B cells, cGMP TR-FRET, EC30 CNP; hit rate 0.11% among 370,000; Atrial natriuretic peptide receptor 2 (Homo sapiens), P20594; activation, % at 10 µM; 0% at EC30 CNP, 100% saturating CNP;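 active means activation at 10 µM reaching about 35% in either raw or pattern-adjusted values, limit read from the data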
Target sequence (P20594 whole entry, looked up): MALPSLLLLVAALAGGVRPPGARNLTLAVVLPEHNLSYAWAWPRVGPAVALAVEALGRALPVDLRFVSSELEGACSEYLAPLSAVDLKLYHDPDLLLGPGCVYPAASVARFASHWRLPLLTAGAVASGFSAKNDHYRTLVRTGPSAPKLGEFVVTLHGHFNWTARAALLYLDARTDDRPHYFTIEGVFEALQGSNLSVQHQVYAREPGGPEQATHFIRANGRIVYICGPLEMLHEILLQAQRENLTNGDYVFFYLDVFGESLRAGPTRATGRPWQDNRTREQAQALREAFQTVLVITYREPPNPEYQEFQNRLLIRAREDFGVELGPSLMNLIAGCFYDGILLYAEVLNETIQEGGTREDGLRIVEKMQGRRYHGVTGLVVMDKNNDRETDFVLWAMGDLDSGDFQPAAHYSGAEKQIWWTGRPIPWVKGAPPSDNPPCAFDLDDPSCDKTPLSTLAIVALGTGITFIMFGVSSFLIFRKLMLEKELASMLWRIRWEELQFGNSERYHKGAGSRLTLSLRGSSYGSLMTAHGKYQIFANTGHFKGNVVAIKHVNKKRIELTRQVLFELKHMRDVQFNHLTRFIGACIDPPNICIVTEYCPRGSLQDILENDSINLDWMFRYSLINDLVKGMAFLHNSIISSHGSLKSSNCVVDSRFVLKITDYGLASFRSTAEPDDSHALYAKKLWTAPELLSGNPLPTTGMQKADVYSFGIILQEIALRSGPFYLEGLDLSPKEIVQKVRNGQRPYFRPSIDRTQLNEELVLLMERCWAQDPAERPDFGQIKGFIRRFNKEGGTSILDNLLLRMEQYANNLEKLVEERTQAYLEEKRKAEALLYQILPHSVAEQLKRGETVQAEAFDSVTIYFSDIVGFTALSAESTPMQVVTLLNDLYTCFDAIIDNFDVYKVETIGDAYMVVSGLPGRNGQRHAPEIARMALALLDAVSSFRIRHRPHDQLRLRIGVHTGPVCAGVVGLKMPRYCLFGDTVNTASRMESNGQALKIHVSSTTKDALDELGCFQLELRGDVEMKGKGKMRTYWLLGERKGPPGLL
Tn6 DDE FP: inhibitors of Tn6 peptide binding to fibrin DD(E), primary screen, biochemical, fluorescence polarization, human fibrin, Tn6 probe. Fibrinogen beta chain (Homo sapiens), P02675. inhibition, % at 8.3 µM. Fibrin DD(E) TRITC-Tn6 fluorescence polarization displacement. hit rate 0.21% among 370,000;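 active means inhibition above a per-campaign cutoff: mean of compounds within control limits plus 3 SD, cut at about 15% in these data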;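 further: 0% = median of all compound wells on the plate and 100% = blocking peptide control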
ADAM10 inh: human ADAM10 inhibitors, primary screen, biochemical, QFRET, HTS. recombinant ADAM10, EDANS/DABCYL FRET peptide cleavage, 3 h. Disintegrin and metalloproteinase domain-containing protein 10 (Homo sapiens), O14672. hit rate 0.62% among 370,000. inhibition, % at 7 µM;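 active means inhibition above a per-campaign cutoff equal to the mean of compounds falling between control-based bounds plus 3 SD, cut at about 20% in these data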;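 further: 0% = DMSO wells while the 100% control is not disclosed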
KLK7 zymogen act: proKLK7 zymogen activators, primary screen, biochemical, fluorescence intensity | purified proKLK7, EDANS-DABCYL substrate fluorescence; 100% is mature enzyme control, 0% vehicle | hit rate 0.9% among 370,000 | Kallikrein-7 (Homo sapiens), P49862 | activation, % at 7 µM;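 active means activation above the mean of all tested compounds plus 3 SD, computed per campaign excluding outliers beyond control limits, cut at about 13% in these data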
ARFGAP1 inh: inhibitors of rat ARFGAP1 GAP activity, primary screen, biochemical, fluorescence polarization, GDP tracer; ADP-ribosylation factor GTPase-activating protein 1 (Rattus norvegicus), Q62848; Arfgap1-stimulated ARF1 GTP hydrolysis, GDP FP detection; inhibition, % at 16.5 µM; hit rate 0.26% among 360,000;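 active means inhibition above a per-plate limit, mean inhibition of low control wells plus 3 SD, cut at about 25% in these data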;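 further: 0% = DMSO wells with enzyme and 100% = wells lacking Arfgap1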
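system = rat Arfgap1 catalytic domain, aa 1-136 | technique = FP, GDP Alexa 633 tracer displaced from anti-GDP antibody, 620/688 nm | compound = one concentration, 16.5 µM, DMSO 1.26% | medium = HEPES-based buffer, pH 7.5 | timing = compound-enzyme preincubation 20 min, reaction 120 min, detection 60 min, 25 °C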
ASAP1 GAP inh: inhibitors of human ASAP1 ArfGAP activity, primary screen, biochemical, fluorescence polarization | Arf-GAP with SH3 domain, ANK repeat and PH domain-containing protein 1 (Homo sapiens), … | hit rate 0.19% among 360,000 | ASAP1-stimulated ARF1 GTP hydrolysis, GDP FP detection | inhibition, % at 16.5 µM; in the data active means inhibition above about 25%;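 further: 0% = vehicle with enzyme and substrate and 100% = no enzyme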
GC-A act: GC-A stimulated cGMP production enhancers – HEK293 GC-A cells, cGMP TR-FRET, EC30 ANP, primary screen | Atrial natriuretic peptide receptor 1 (Homo sapiens), P16066 | 0% at EC30 ANP, 100% saturating ANP | activation, % at 10 µM | hit rate 0.14% among 370,000 | AID 1671463, 2021; in the data active means activation above about 40%
FXN GAA850 act: FXN promoter activators, primary screen, cell-based, luciferase luminescence, HEK293 lucGAA850 | HEK293 lucGAA850 FXN promoter luciferase reporter, 24 h; percent of 10 µM SAHA response | hit rate 0.56% among 360,000 | activation, % at 6 µM;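 active means activation above the average of all compounds screened plus 3 SD, cutoff fixed separately per campaign, cut at about 7.5% in these data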;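 further: 0% = DMSO wells and 100% = 10 µM SAHA wells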
Numbers without * were called inactive; i = inactive; · = no result given.

SMILES	rCAG binder	HGIII-sPLA2 inh	GC-B act	Tn6 DDE FP	ADAM10 inh	KLK7 zymogen act	ARFGAP1 inh	ASAP1 GAP inh	GC-A act	FXN GAA850 act
CCCn1c(SCC(=O)NCc2ccco2)nnc1C(C)C	4	6	1	4	4	-0.1	-10	2	3	-1.6
CC(C(=O)NCc1cccs1)N1CCN(S(=O)(=O)c2ccc3c(c2)OCCCO3)CC1 (stereo not drawn)	-2	-2	2	-3	-6	-0.6	-2	-7	1	-1.7
CC(=O)N1CCc2cc(S(=O)(=O)Nc3ccc(C)cc3)ccc21	5	-3	3	-6	6	-0.4	-6	-7	5	1.3
COc1cc(NS(=O)(=O)c2ccc(NC(C)=O)cc2)nc(OC)n1	0	6	0	-1	12	-0.4	5	-17	-3	0.0
CC1(C)CC(=NOC(=O)c2ccccc2)CC(C)(C)N1O	-3	4	2	2	-4	-1.4	-3	-12	1	2.6
O=C(CNC(=O)c1cccs1)OCc1ccc(Br)cc1	-3	0	-3	-3	-9	-0.5	8	-2	3	-0.5
COc1ccc(-c2ccc(OC)c(OC)c2OC)c(OC)c1OC	0	2	4	-5	-2	-0.2	-9	3	-5	-1.2
COc1cccc(OCC(=O)NNC(=O)c2ccc(-c3ccccc3)cc2)c1	2	-4	0	1	-4	0.4	-2	4	-4	-0.6
CCOC(=O)Nc1cc(C)c(Cl)cc1OC	-1	7	4	6	-19	0.0	-19	6	3	-0.8
CSc1ncc(Cl)c(C(=O)Nc2ccc(C)c(C)c2)n1	0	11	0	-4	-1	-0.1	3	5	0	1.2
O=C1C=C(c2ccc3[nH]ccc3c2)C[C@@H](c2ccc(Cl)cc2)C1	7	-34	18	2	21*	-1.6	-2	-9	0	-0.5
CC(C)C[C@H]1CNC(=S)N1CC1CCCN1C[C@H](Cc1ccccc1)N1C[C@H](Cc2ccc(O)cc2)N(CC2CCCCCC2)C1=S (stereo partly drawn)	8	-7	6	1	2	0.4	-8	-3	2	-2.9
COc1cc(OC)c2c(-c3ccccc3)cc(=O)oc2c1C(CCN1CCOCC1)c1ccc(N(C)C)cc1 (stereo not drawn)	12	5	-3	-4	2	-0.3	17	-1	2	-3.0
Cc1nn(CC2CC2)c(=O)n1-c1cccc(Cl)c1	-2	1	-13	-8	-1	0.2	0	-3	-2	0.3
CCCN(CC(=O)Nc1ccccc1C)C(=O)COC(=O)c1cnc(C)cn1	-2	7	1	3	-4	-0.4	14	12	3	-0.3
Cn1c(=O)c2cc(NC(=O)Cc3ccccc3F)ccc2n1-c1ccc(C(C)(C)C)cc1	2	-15	8	0	-171	-1.6	8	0	0	-2.2
COc1ccc(C(=O)NCc2nnc(SCC(=O)NC3=NCCS3)n2C)cc1	0	6	0	-2	3	-0.6	-3	9	1	-0.4
Cc1ccc(CNC(=O)CN(C(=O)C2(C)CC(=O)N=C3C=CC=CN32)c2ccccc2F)cc1 (stereo not drawn)	-1	2	4	0	i	3.5	10	-9	-2	-0.6
NC(=O)CC(NC(=O)Cc1cccc2ccccc12)c1ccc(N2CCN(c3ccc(F)cc3)CC2)c([N+](=O)[O-])c1 (stereo not drawn)	6	2	-2	-7	-7	-0.2	10	9	-1	-3.0
COc1ccc(NC(=O)c2cnc(SCC(=O)NCCc3ccccc3)n(C)c2=O)cc1	-1	8	9	4	1	-0.6	-7	14	-1	0.8
COc1ccc(NC(=O)CCNS(=O)(=O)c2ccc3c(c2)CC(C)N3C(=O)C2CC2)cc1 (stereo not drawn)	1	-5	0	-7	-1	0.1	1	1	0	-0.3
CCOC(=O)c1ccc(-n2ccnc2)c(NC(=O)c2ccc(Cl)cc2)c1	2	-4	0	0	0	0.3	-1	6	0	1.0
FC(F)(F)c1cccc(NC(=S)N(CCCN2CCCC2)Cc2cccn2Cc2ccc(Cl)cc2)c1	-1	1	-13	-6	7	-0.2	7	0	-22	0.9
Cc1ccccc1C(=O)NC1CCN(CC(=O)N2CCCCC2C)CC1 (stereo not drawn)	2	0	5	9	-1	-0.5	6	9	1	0.0
CCOc1ccc(NC(=O)[C@@H](NC(=O)c2ccccc2)[C@@H](C)CC)cc1	-4	-1	-3	3	-3	0.2	-15	5	0	-5.6
Cc1nn(C(=O)CCCC(=O)NCc2ccccc2)c2ccccc12	0	1	-1	-8	-3	-0.7	12	4	5	1.6
O=C(NCCO)N1c2ccccc2Sc2ccccc21	0	19	1	1	-15	0.0	13	3	-1	0.9
Cc1ccccc1OCCSc1nc2ccccc2n1CCC(=O)O	9	8	-5	5	0	0.1	-1	-4	-1	-0.1
C/C(=N\Nc1nc(-c2ccccc2O)nc2ccccc12)c1ccccc1	7	6	-9	-7	6	-1.1	2	-10	-5	7.0
COc1ccc(-c2ccc(NC(=O)c3ccc(Br)o3)cc2)nn1	-1	-2	-6	-3	-2	-0.5	1	-8	-2	2.5
O=C1CN(c2ccc(Cl)cc2)C(=O)CN1NC(=S)Nc1ccc(Cl)cc1	4	-4	-2	8	-1	0.0	-12	7	0	-1.1
COc1ccc2c(c1)c(C(=O)N/N=C/c1cccc(Br)c1)c(C)n2C	2	3	-10	-5	5	0.1	6	-6	-7	-1.1
CN(C)C(=O)c1cccc(-c2cnc3c(NC=O)cc(-c4ccc(N(C)C)cc4)cn23)c1	11	-10	4	11	-7	-0.5	8	-1	4	0.6
CCC(C)NC(=O)[C@H]1N2C(=O)c3ccccc3C2SC1(C)C (stereo partly drawn)	0	-4	3	4	2	0.6	1	-11	1	0.1
OC[C@H]1O[C@@H](c2nc(-c3nc(-c4ccc(F)cc4)no3)cs2)[C@H](O)[C@@H](O)[C@H]1O	1	0	4	6	-3	-0.1	-8	4	5	1.2
Cc1ccc(C(=O)N2CCN(S(=O)(=O)N3CCOCC3)CC2)cc1	1	5	3	0	4	0.1	7	-5	-2	1.1
O=C(/C=C/c1ccccc1)N1CCN(c2ccc([N+](=O)[O-])c(N3CCOCC3)c2)CC1	-4	-3	-4	2	4	0.6	-6	3	-13	1.0
C/C=C(\C)C(=O)NCCN1C2=NC[C@@H](C)N2C[C@H]1Cc1ccc(O)cc1	0	2	0	4	6	-0.1	10	11	3	0.0
CCCn1c(N)c(N(CCOC)C(=O)CSc2cc(C)c3cccc(C)c3n2)c(=O)[nH]c1=O	0	11	-1	-12	-7	-0.2	-5	10	1	-0.9
O=C(O)c1cccc(NS(=O)(=O)/C=C/c2ccccc2)c1	5	-6	3	-4	4	-0.6	10	2	3	-0.2

Some of the entries above in a different format:
Under each structure – rCAG binder, HGIII-sPLA2 inh, GC-B act, Tn6 DDE FP, ADAM10 inh, KLK7 zymogen act, ARFGAP1 inh, ASAP1 GAP inh, GC-A act, FXN GAA850 act
O=C(/C=C/c1ccccc1)N1CCN(c2ccc([N+](=O)[O-])c(N3CCOCC3)c2)CC1
  -4, -3, -4, 2, 4, 0.6, -6, 3, -13, 1.0
O=C1CN(c2ccc(Cl)cc2)C(=O)CN1NC(=S)Nc1ccc(Cl)cc1
  4, -4, -2, 8, -1, 0.0, -12, 7, 0, -1.1
Cc1ccc(C(=O)N2CCN(S(=O)(=O)N3CCOCC3)CC2)cc1
  1, 5, 3, 0, 4, 0.1, 7, -5, -2, 1.1

Remaining list, next part:
SMILES	rCAG binder	HGIII-sPLA2 inh	GC-B act	Tn6 DDE FP	ADAM10 inh	KLK7 zymogen act	ARFGAP1 inh	ASAP1 GAP inh	GC-A act	FXN GAA850 act
COc1ccc(-c2nnc(SCC(=O)Nc3sc4c(c3C#N)CCC4)n2CC2CCCO2)cc1 (stereo not drawn)	2	-13	-1	3	3	0.4	-2	-7	-1	2.2
Cc1ccc(Nc2nc(-c3cccnc3)cs2)cc1Cl	9	-16	5	3	3	0.1	9	5	-5	7.0
Cc1nc(NC(=O)COc2ccccc2)sc1C(=O)Nc1cccc(Cl)c1	9	-5	-4	-4	10	0.8	-4	10	4	0.4
COC(c1ccc(Cl)cc1)(c1ccc(Cl)cc1)C(Oc1nc(C)cc(C)n1)C(=O)O (stereo not drawn)	0	13	-4	-8	-4	0.1	-2	6	-5	1.2
CC(C)CN1C(=O)[C@]2(CC(=O)N(C)C2c2ccccc2)c2cc(-n3cc(CN(C)C)nn3)ccc21 (stereo partly drawn)	-2	-3	3	7	3	0.2	·	·	1	·
Cc1ccc(C(=O)Nc2nnc(-c3ccco3)o2)cc1C	6	9	4	-4	-6	1.1	-3	2	-3	1.5
S=C(NCCN1CCOCC1)Nc1ccc(-c2nc3ccccc3[nH]2)cc1	0	3	3	-7	-41	0.3	0	12	1	-1.4
Cc1ccc(C2NC(=S)NC3=C2N2CCC3CC2)cc1 (stereo not drawn)	3	8	15	2	3	-0.1	15	-7	12	1.5
CCN1/C(=C2\C(=O)N(C)C(=S)N2C)C=Cc2cc(OC)ccc21	-2	10	2	-3	-263	1.7	15	10	-6	0.6
COc1cc2cc(C)nc(Cc3cccc4ccccc34)c2cc1OC	8	-12	8	-11	2	-0.2	19	-12	4	-0.4
N#Cc1c(Nc2ccccc2)sc(C(=O)c2ccc(F)cc2)c1N	7	-14	-1	2	18	-1.1	-7	4	-9	4.0
CCOc1ccc2[nH]cc(C(=O)NCc3ccccc3)c(=O)c2c1	4	-10	-3	-7	-16	0.6	4	-10	4	0.2
CCOC(=O)c1ccc(NC(=S)NCCC2=CCCCC2)cc1	-2	-29	1	0	12	0.4	9	14	6	-3.7
O=C(c1cccc(S(=O)(=O)Nc2ccccc2Cl)c1)N1CCN(c2ccccc2O)CC1	41*	-27	-4	0	-9	-0.1	5	-10	2	-0.1
O=C(O)CC1SC(=O)N(CC(=O)c2ccccc2)C1=O (stereo not drawn)	-2	11	5	-3	14	-0.2	-27	-2	-1	0.9
COc1cccc(C(C(=O)NC2CCCC2)N(Cc2ccccc2OC)C(=O)c2ccco2)c1 (stereo not drawn)	1	3	-23	12	4	-0.4	-1	6	-26	4.8
CCC1CCc2sc(C(=O)NCC(c3ccccc3OC)N3CCCC3)cc2C1 (stereo not drawn)	4	-6	0	-5	-9	-0.2	13	11	-4	-0.8
O=C(c1cc(-c2ccccc2Cl)nc2ccccc12)N1CCN(c2ccccc2O)CC1	4	-2	5	3	14	0.6	-7	-12	6	0.2
CCOC(=O)[C@@H](NC(=O)[C@@H]1CC=C[C@@H]2CCN(Cc3ccc(Cl)cc3)C(=O)[C@@H]21)C(C)C	·	-5	-2	1	-5	·	·	·	0	·
CC1CCCN(CCCNC(=O)c2ccc(CS(=O)(=O)c3c(Cl)cccc3Cl)o2)C1 (stereo not drawn)	-1	0	7	5	-9	-0.1	5	4	0	0.7
